Sm TGR block: S. mansoni TGR enzyme inhibition; purified TGR, DTNB reduction, TNB absorbance 405 nm; Potency, µM (titrated, usually from 114 µM), inactives show top-dose activity change, negative = inhibition, usual class: inhibitors; 360,000 compounds, 3% hits; AID 485364; further: potency means the concentration at half of the fitted maximal effect; nearly all actives have a fitted effect of over 60% in size
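TGR 20 nM + NADPH 100 uM (dispensed conc.), cpd preinc 15 min RT; start with NADPH (500 uM addition) then DTNB (15 mM addition). Kinetic TNB absorbance, 405 nm filter. Four-parameter Hill fit across titration.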
TbPYK inhibitor: inhibitors of Trypanosoma brucei pyruvate kinase. Q57TT1. TbPYK enzyme, Kinase-Glo Plus ATP luminescence, 45 min. Potency, µM (series often up to 76.8 µM), for the others: top-dose activity, negative = inhibition, hits mostly inhibitors. 410,000 compounds, 0.12% hits. AID 624173; further: potency means the concentration at half of the fitted maximal effect; nearly all actives have a fitted effect of over 50% in size
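ADP (130 uM final) triggers the TbPYK reaction after compound addition; incubation is 45 min at room temperature. Kinase-Glo Plus is then added and luminescence imaged. Normalized data are fitted to concentration-effect curves.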
AmpC inh no detg: inhibitors of E. coli AmpC beta-lactamase without detergent; P00811; AmpC nitrocefin hydrolysis, absorbance 480 nm, 0.0001% Triton; Potency, µM (doses to about 57.1 µM), for inactives: top-dose activity change, negative = inhibition, actives largely listed as inhibitors; 330,000 compounds, 0.52% hits; AID 485341;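 further: potency means the concentration at half of the fitted maximal effect; plate controls were no compound for no effect and no enzyme for full effect; nearly all actives have a fitted effect of over 20% in size; some results filed as inactive show a strong effect at the top dose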
Target sequence (P00811 whole entry, looked up): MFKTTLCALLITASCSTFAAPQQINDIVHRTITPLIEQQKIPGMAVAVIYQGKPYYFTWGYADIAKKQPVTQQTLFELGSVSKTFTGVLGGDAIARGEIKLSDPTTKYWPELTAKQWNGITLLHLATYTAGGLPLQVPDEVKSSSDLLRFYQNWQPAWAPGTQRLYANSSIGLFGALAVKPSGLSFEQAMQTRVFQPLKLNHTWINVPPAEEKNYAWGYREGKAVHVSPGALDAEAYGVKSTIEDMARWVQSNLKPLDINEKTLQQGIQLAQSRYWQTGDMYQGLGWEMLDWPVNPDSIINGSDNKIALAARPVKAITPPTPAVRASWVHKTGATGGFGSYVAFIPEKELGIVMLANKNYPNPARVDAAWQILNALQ
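AmpC (5.3 nM in the dispensed reagent) in 20 mM phosphate pH 7.0 with 0.01% (detergent screen) or 0.0001% Triton X-100 was preincubated with compounds for 15 min at room temperature. Nitrocefin was then added from an 800 uM solution, and hydrolysis was followed at 480 nm.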
AmpC inh detg: inhibitors of E. coli AmpC beta-lactamase with detergent; P00811; AmpC hydrolysis of nitrocefin, absorbance 480 nm, 0.01% Triton; Potency, µM (titrated, usually from 114 µM), without a hit: at the highest dose activity change, negative = inhibition, usual class: inhibitors; 370,000 compounds, 0.041% hits; AID 485294;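 further: potency means the concentration at half of the fitted maximal effect; 0% = no-compound wells and -100% = no-enzyme wells; nearly all actives have a fitted effect of over 25% in size; some results filed as inactive show a strong effect at the top dose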
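AmpC (5.3 nM in the dispensed reagent) in 20 mM phosphate pH 7.0 with 0.01% (detergent screen) or 0.0001% Triton X-100 was preincubated with compounds for 15 min at room temperature. Nitrocefin was then added from an 800 uM solution, and hydrolysis was followed at 480 nm.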
HCMV antiviral: inhibitors of human cytomegalovirus. HFF cells, HCMV-luciferase reporter, 72 h; stronger effect = lower value. activity change, negative = inhibition, % at 57.5 µM. 410,000 compounds, 4.5% hits. AID 1259415; in the data active means activity change below about -60%; inconclusive means no clear call, values can overlap the other calls; inactive means above about -39%
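Cell-based, HFFs, 1000 cells/well, 16 h 37C; cpds in DMSO + HCMV-luc, MOI 1 PFU/cell; 72 h 37C; OneGlo luminescence after 5 min RT; norm. to buffer vs Salinomycin 10uM.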
AMA1-RON2 inh: disrupts binding of P. falciparum AMA1 to RON2 | AlphaScreen AMA1-biotinylated RON2 peptide binding | Potency, µM (top dose mostly 58.2 µM), inactives show at the top dose activity change, negative = inhibition, actives largely listed as inhibitors | 360,000 compounds, 0.2% hits | AID 720542;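 further: potency means the concentration at half of the fitted maximal effect; 0% = vehicle wells and -100% = peptide control; nearly all actives have a fitted effect of over 45% in size; some results filed as inactive show a strong effect at the top dose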
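AMA1 (3D7) with his tag at 25 nM final met compounds first, then biotinylated RON2 peptide at 25 nM; detection used donor plus acceptor beads, 10 µg/mL apiece, read by AlphaScreen after 30 min at room temperature.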
LmPK inh: blocks Leishmania mexicana pyruvate kinase activity; Potency, µM (top dose mostly 57.5 µM), for inactives: at the highest dose activity change, negative = inhibition, hits mostly inhibitors; AID 1721; 290,000 compounds, 0.37% hits; purified LmPK, Kinase-Glo ATP luminescence, 1 h; Q27686; further: potency means the concentration at half of the fitted maximal effect
Target sequence (Q27686 whole entry, looked up): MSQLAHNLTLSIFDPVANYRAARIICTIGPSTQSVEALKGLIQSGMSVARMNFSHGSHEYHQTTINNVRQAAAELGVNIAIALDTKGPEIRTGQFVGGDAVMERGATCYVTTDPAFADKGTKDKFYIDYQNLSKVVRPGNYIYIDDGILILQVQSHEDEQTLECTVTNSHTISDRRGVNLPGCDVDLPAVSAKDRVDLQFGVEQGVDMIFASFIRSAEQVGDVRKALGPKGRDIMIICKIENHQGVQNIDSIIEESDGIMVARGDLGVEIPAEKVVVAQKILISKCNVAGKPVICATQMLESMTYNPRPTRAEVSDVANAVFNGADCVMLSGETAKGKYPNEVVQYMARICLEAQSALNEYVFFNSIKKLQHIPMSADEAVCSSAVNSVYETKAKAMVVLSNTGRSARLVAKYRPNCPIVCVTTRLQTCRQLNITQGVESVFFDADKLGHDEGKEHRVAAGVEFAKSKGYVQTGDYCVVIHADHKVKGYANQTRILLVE
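Screened at intermediate enzyme activity to detect both inhibitors and activators: LmPK at 0.1 nM, with a 0.5 nM enzyme column as activation reference. PEP 0.5 mM, ADP 0.1 mM; ATP detected by luminescence after 1 h.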
Starred values were filed as active, the others as inactive; ? = inconclusive; nt = not tested or not shown; & = joins results of further samples; [ ] = remark or other dose. Unless noted, the call rests on the fitted dose curve; in most records, active means well fitted curve in the direction sought with a large enough effect; inconclusive means small, poorly fitted or top-dose-only effect, or another doubt; inactive means no such curve, though single readings can be large; an effect the other way counts as inactive or inconclusive. Unless noted, on the % scale 0 is the no-effect control and ±100 the full control effect. Random draw from the library; overall some 7.4% were active at least once.

Second line of a record: Sm TGR block	AmpC inh detg	HCMV antiviral	AmpC inh no detg	LmPK inh	TbPYK inhibitor	AMA1-RON2 inh
1	COCCCNC(=O)[C@H]1N2C(=O)c3ccccc3C2SC1(C)C (some centres undefined)
    10%	4%	36	22%	-1%	-5%	-4%
2	Cn1c(O)c(/C=N/N2CCOCC2)c(=O)[nH]c1=S
    16%	-6%	nt	-2%	0%	3%	-7%
3	CN(C)CCOC1c2ccccc2-c2ccccc21
    3%	-1%	23	0%	-3%	-10%	-7%
4	COc1ccc(C(C)=O)cc1CN1C(=O)NC2(CCCC2)C1=O
    -8%	-18%	-3	-11%	-1%	-20%	-13%
5	CC(C)C1C(=O)N(Cc2cn(CCC3OCCCO3)nn2)CCS(=O)(=O)N1Cc1ccc(-c2cccc(CO)c2)cc1 (centres undefined)
    nt	nt	3	nt	nt	9%	-5%
6	Cc1ccc(NC(=O)CN2C(=O)N/C(=C/c3ccccc3OCc3cccc(C(=O)O)c3)C2=O)cc1
    -18%	?	85	-53%	3%	-4%	?
7	CC1(C(=O)NS(=O)(=O)Cc2ccccc2)CCN1C(=O)C/C=C/c1ccccc1 (centres undefined)
    nt	nt	-1	nt	nt	1%	1%
8	CC(=O)NS(=O)(=O)c1ccc(NC(=O)c2cccn(Cc3ccc(Cl)cc3)c2=O)cc1
    -1%	11%	3	nt	nt	2%	nt
9	CC(=O)Nc1ccc(S(=O)(=O)CC(=O)CS(=O)(=O)c2ccc(NC(C)=O)cc2)cc1
    nt	nt	-28	nt	nt	-10%	23%
10	C/C(=N/NC(=O)CCc1c(C)n[nH]c1C)c1cccc([N+](=O)[O-])c1
    16%	3%	27	-6%	1%	-4%	2%
11	CC(C)CC(=O)/C=C/n1c(=S)oc2ccccc21
    6.3µM*	?	57	-24%	-9%	-5%	-7%
12	C/C(=N\NC(=S)Nc1ccc(C)c(C)c1)c1ccc(N2CCOCC2)cc1
    -3%	?	-61*	0%	-6%	5%	0%
13	CNC(C)C#Cc1ccc2c(=O)c3cc(C)c(C)cc3oc2c1 (centres undefined)
    nt	nt	63	nt	nt	2%	-1%
14	O=C(CN1C(=O)c2ccccc2C1=O)Nc1ccccc1
    -10%	?	1	-7%	-7%	-1%	4%
15	COc1ccc2[nH]c(CN3CCN(CC(C)C)C(CCO)C3)c(C)c2c1 (centres undefined)
    ?	-12%	31	112%[activator]	0%	-4%	0%
16	O=C1NCCCC1C(=O)N1CCN(C(=O)c2ccco2)CC1 (centres undefined)
    -11%	-19%	23	-7%	1%	-2%	-11%
17	O=C(C1CCN(S(=O)(=O)c2cccc3nonc23)CC1)N1CCCCC1
    6%	-1%	14	-6%	-2%	1%	-6%
18	N=c1c(C(=O)NCc2ccc(F)cc2)cc2c(=O)n3ccccc3nc2n1CC1CCCO1 (centres undefined)
    6%	6%	-6	-8%	-2%	0%	-15%
19	O=C(c1ccco1)N1CCN(C(=S)Nc2ccccc2Cl)CC1
    0%	-5%	-15	-21%	-9%	-10%	11%
20	O=C(NCCc1ccc(Cl)cc1)C1CCN(S(=O)(=O)c2ccc(-n3cnnn3)cc2)CC1
    2%	-12%	?	61%[activator]	-1%	-9%	15%
21	CC(C)NC(=O)Nc1ccc2c(c1)C(=O)N([C@H](C)CO)C[C@H](C)[C@@H](CN(C)S(=O)(=O)c1ccccc1)OCCCC[C@@H](C)O2
    nt	nt	-2	nt	nt	-9%	-5%
22	CC(C)c1ccc(C2c3c(-c4ccccc4O)n[nH]c3C(=O)N2CCc2ccccc2)cc1 (centres undefined)
    11%	-1%	-100*	nt	nt	-5%	nt
23	O=C(O)CNC(=O)/C=C/c1ccc(Cl)cc1Cl
    1%	5%	-14	-28%	9%	-6%	18%
24	N#CC1(Nc2ccc3c4c(cccc24)CC3)CCCCC1
    nt	nt	9	nt	nt	-11%	-4%
25	CCOC(=O)C1=C(C)N=c2s/c(=C\c3ccc(OC(C)=O)c(OCC)c3)c(=O)n2C1/C=C/c1ccccc1 (centres undefined)
    8%	1%	nt	-37%	5%	?	36%[activator]
26	c1ccc(Oc2cc(-n3cccn3)ncn2)cc1
    -6%	-9%	38	-10%	?	-8%	2%
27	COC(=O)C1=C(C)OC(N)=C(C#N)C1c1ccccc1 (centres undefined)
    -3%	-4%	-2	-18%	-6%	-2%	1%
28	CC(Sc1nc(N)cc(=O)[nH]1)C(=O)N1CCOCC1 (centres undefined)
    1%	-19%	1	-4%	nt	-1%	0%
29	C[C@H](CO)N1C[C@H](C)[C@@H](CN(C)C(=O)Nc2ccccc2)Oc2c(NS(=O)(=O)c3cn(C)cn3)cccc2C1=O
    nt	nt	-11	-5%	nt	1%	25%
30	CC(=O)c1cccc(NS(=O)(=O)c2c(C(=O)N3CCOCC3)c(C)n(C)c2C)c1
    0%	3%	-31	-7%	0%	1%	-6%
31	CC(C)c1ccc(NC(=O)C(c2ccccc2)N2CCN(C(=O)c3ccco3)CC2)cc1 (centres undefined)
    -9%	?	50	88%[activator]	1%	-3%	-20%
32	CCOc1ccc(NC(=O)N(CCN(C)C)C(C)c2cccnc2)cc1 (centres undefined)
    3%	1%	-6	-5%	4%	1%	-6%
33	CCCn1c(N)c(C(=O)COC(=O)c2c(C)noc2C)c(=O)n(C)c1=O
    -20%[11.4 µM]	-7%	-26	39%	6%	5%	2%
34	COc1ccc(OC)c2c1CCC1NCCOC21 (centres undefined)
    -16%	-3%	-10	-8%	-1%	7%	-15%
35	O=C1OCCN1C(=O)[C@H]1[C@H](c2ccc(Cl)cc2)C(c2ccc(F)cc2)=NN1c1ccccc1
    nt	nt	-18	-11%	nt	7%	12%
36	Cc1cccc(NC(=O)CSc2ncnc3sc(C)cc23)c1
    9%	0%	-21	-24%	0%	3%	7%
37	Cc1nc2ccc(S(=O)(=O)N(CC(=O)Nc3ccc(F)cc3F)Cc3ccccc3)cc2s1
    0%	6%	-1	nt	nt	0%	nt
38	O=C(O)CC12CC3CC(C1)CC(n1ncc(NCc4ccccc4Cl)c(Cl)c1=O)(C3)C2
    -5%	-2%	-9	-11%	-7%	1%	0%
39	Cc1ccc(S(=O)(=O)NC(=O)c2cccc(N(C)C)c2)cc1
    nt	nt	-1	-17%	nt	-2%	-3%
40	CN(CCNC(=O)C1CC(=O)N(c2ccc(F)c(Cl)c2)C1)Cc1ccccc1 (centres undefined)
    17%	-1%	-67*	64%[activator]	-3%	-10%	-3%
41	O=C(N/N=C/C1CC2C=CC1C2)c1ccccc1O (centres undefined)
    -5%	-2%	14	-23%	0%	1%	93%[activator]
42	Cc1cc(-n2cnnn2)ccc1C(C)C
    -9%	?	11	-4%	-2%	2%	5%
43	COc1ccc(C2=NOC(C(=O)Nc3cccnc3)C2)cc1OC (centres undefined)
    5%	-7%	105	7%	1%	-7%	8%
44	O=C(CN1C(=O)c2ccccc2S1(=O)=O)NC(Nc1ccccc1F)C(Cl)(Cl)Cl (centres undefined)
    10%	4%	-105*	-43%	-3%	-7%	3%
45	CCn1cc(C(=O)NCCCOC)c2cc(OC)c(OC)cc2c1=O
    -20%	2%	1	3%	4%	1%	23%
46	Cc1ccc(S(=O)(=O)N(CC(=O)NCCSc2ccccn2)c2cc(C)cc(C)c2)cc1
    7%	-3%	-16	25%	6%	1%	-15%
47	CC(Nc1ccc(F)cc1F)C(=O)NC(=O)NC1CCCCC1 (centres undefined)
    -20%	-12%	-18	-11%[11.4 µM]	9%	3%	-1%
48	COCCNC(=O)C(OC(=O)CC1Sc2ccccc2NC1=O)c1ccncc1 (centres undefined)
    2%	-9%	-15	-11%	1%	-19%	0%
49	Cc1ccc(CNC(=O)CCCCCn2c(=O)c3sccc3n(CC(=O)N3CCCCC3C)c2=O)cc1 (centres undefined)
    -4%	17%	-3	nt	nt	4%	nt
50	COc1ccccc1C1C=C(c2ccc(F)cc2)Nc2nc(-c3ccc(Cl)cc3)nn21 (centres undefined)
    -4%	15%	-24	nt	nt	3%	nt
51	COC(=O)NC(NC(=S)Nc1ccc([N+](=O)[O-])cc1)C(Cl)(Cl)Cl (centres undefined)
    20µM*	-6%	?	-40%	4%	-11%	10%
52	CN1CCCN(C(=O)COc2ccc(F)cc2F)CC1
    0%	-8%	-8	0%	-5%	2%	3%
53	CCc1ccc(NC(=O)CCn2nc(C)c(S(=O)(=O)N3CCCCC3)c2C)cc1
    -10%&-3%	-15%&-2%	-23&22	89%[activator]	8%	-1%&2%	-3%
54	CCCNc1sc(S(=O)(=O)CCC)nc1S(=O)(=O)c1ccc(C)cc1
    -9%	-7%	8	-13%	3%	12%	6%
55	Cc1ccc(C(=O)COc2ccccc2-c2ccccc2)cc1C
    1%	-14%	-14	-32%	2%	2%	8%
56	C#CCNC(=O)C1=C[C@H](C2CC2)C[C@H](OCCCCO)O1
    45µM*	10%	-6	12%	1%	0%	8%
57	N#CCCn1nc(-c2ccccc2)c2ccccc2c1=O
    2%	-10%	-15	-5%	0%	-24%	-2%
58	COc1cc(NS(=O)(=O)c2ccc(NC(=O)c3cccs3)cc2)nc(OC)n1
    -10%	-1%	13	-32%	-1%	-4%	5%
59	COc1ccc(Cn2ccn(Cc3cccc(OC)c3)c(=O)c2=O)cc1
    -9%	14%	7	nt	nt	-10%	nt
60	CCc1nccn1S(=O)(=O)c1cc(OC)c(Cl)cc1OC
    1%	?	-28	-18%	0%	-10%	3%[11.6 µM]

Next part
Second line of a record: Sm TGR block	AmpC inh detg	HCMV antiviral	AmpC inh no detg	LmPK inh	TbPYK inhibitor	AMA1-RON2 inh
61	Nc1nc(Cl)nc2c1ncn2[C@H]1C[C@H](O)[C@@H](CO)O1
    1%&-3%	-8%&-8%	30	-7%&-3%	9%&-8%	2%	0%
62	CC(=O)N(CCO)Cc1cc2cc(C)cc(C)c2[nH]c1=O
    30%	-13%	12	-3%	-3%	-3%	6%
63	CCN(CC)C(=O)C(c1ccccc1)S(=O)(=O)N1CCOCC1 (centres undefined)
    nt	nt	-20	nt	nt	-6%	0%
64	NC(=O)c1nn(-c2ccc(Oc3ccccc3)cc2)c(=O)cc1O
    -3%	3%	16	-30%	-2%	-7%	-1%
65	CCOc1ccccc1NC(=O)Cn1c(=O)n(-c2ccc(Cl)cc2)c(=O)c2oc3ccccc3c21
    -2%	-1%	17	nt	nt	-3%	nt
